MrgX1 PAM – allosterically activates human MrgX1 receptor signaling; Q96LB2; MrgX1-HEK293, Fluo-4 calcium flux, FDSS; stronger effect = higher value; B-score at 10 µM; hit rate 0.63% among 310,000;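 active means plate-corrected calcium response at least 3 library SD above typical, normal starting fluorescence, not activating the receptor alone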;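 further: compound read alongside a low EC10 to EC30 dose of BAM8-22 agonist; peak minus trough fluorescence over baseline measured at the second addition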
SKKanGAS inh – SKKanGAS growth inhibition; S. pyogenes SKKanGAS, kanamycin growth, BacTiter-Glo, 6 h; inhibition, % at 7.5 µM; hit rate 1.3% among 300,000;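 active means mean replicate score, as percent of positive control median, at least 50; inconclusive means mean below 50 but one replicate at or above 50; inactive means mean and every replicate below 50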;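 further: strain carries kanamycin resistance gene driven by streptokinase promoter and grows in 40 µg/ml kanamycin; loss of luminescence reflects streptokinase promoter inhibition or plain growth inhibition; 0% = median of DMSO wells and 100% = positive control at its reference dose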
MrgX1 agonist – activates human MrgX1 receptor signaling; hit rate 0.44% among 310,000; AID 588627; MrgX1-HEK293 cells, Fluo-4 calcium fluorescence, agonist mode; stronger effect = higher value; Q96LB2; B-score at 10 µM;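 active means calcium response B-score plate-corrected fluorescence ratio at least 3 library SD, with starting fluorescence B-score inside 5 SD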
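Material: MrgX1-expressing HEK293 cells; input: 15,000 cells per well; doses: test compound given as first of three sequential additions; schedule: overnight plating before 1 h dye loading; technique: Fluo-4 NW calcium-flux fluorescence, kinetic read; evaluation: baseline-normalised fluorescence change ratio, B-scored; control set: plate-wise positive and negative controls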
TRPC6 activator – activators of mouse TRPC6 channel; Q61143; HEK293-TRPC6 membrane potential dye fluorescence; stronger effect = higher value; B-score at 10 µM; hit rate 0.13% among 310,000; AID 2550;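 active means B-score of the integrated fluorescence ratio above library mean plus 3 SD, and starting fluorescence ratio within library mean plus 5 SD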;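 further: higher score means more depolarization so channel activation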
TRPC6 inhibitor – mouse TRPC6 channel inhibition; HEK293-TRPC6, membrane potential dye, ACh-evoked depolarization; stronger effect = lower value; hit rate 1.1% among 310,000; B-score at 10 µM; AID 2553; Q61143;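 active means B-score under library mean minus 3 SD, initial fluorescence not abnormally high, positive integrated signal ratio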;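 further: B-score derived from integrated fluorescence ratio over the kinetic read; more negative B-score means stronger inhibition of depolarization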
ANO1 block – blocks the mouse calcium-activated chloride channel TMEM16A; AID 588511; hit rate 1.2% among 310,000; Q8BHY3; normalized B-score (activity score, 25-100; higher = stronger inhibition) at 10 µM; HEK293 TMEM16A/YFP iodide influx fluorescence, ionomycin;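 active means ratio plate-corrected score three or more library SD toward inhibition, starting fluorescence score within five deviations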;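 further: score derived from kinetic fluorescence span divided by baseline fluorescence per well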
Target sequence (Q8BHY3 whole entry, looked up): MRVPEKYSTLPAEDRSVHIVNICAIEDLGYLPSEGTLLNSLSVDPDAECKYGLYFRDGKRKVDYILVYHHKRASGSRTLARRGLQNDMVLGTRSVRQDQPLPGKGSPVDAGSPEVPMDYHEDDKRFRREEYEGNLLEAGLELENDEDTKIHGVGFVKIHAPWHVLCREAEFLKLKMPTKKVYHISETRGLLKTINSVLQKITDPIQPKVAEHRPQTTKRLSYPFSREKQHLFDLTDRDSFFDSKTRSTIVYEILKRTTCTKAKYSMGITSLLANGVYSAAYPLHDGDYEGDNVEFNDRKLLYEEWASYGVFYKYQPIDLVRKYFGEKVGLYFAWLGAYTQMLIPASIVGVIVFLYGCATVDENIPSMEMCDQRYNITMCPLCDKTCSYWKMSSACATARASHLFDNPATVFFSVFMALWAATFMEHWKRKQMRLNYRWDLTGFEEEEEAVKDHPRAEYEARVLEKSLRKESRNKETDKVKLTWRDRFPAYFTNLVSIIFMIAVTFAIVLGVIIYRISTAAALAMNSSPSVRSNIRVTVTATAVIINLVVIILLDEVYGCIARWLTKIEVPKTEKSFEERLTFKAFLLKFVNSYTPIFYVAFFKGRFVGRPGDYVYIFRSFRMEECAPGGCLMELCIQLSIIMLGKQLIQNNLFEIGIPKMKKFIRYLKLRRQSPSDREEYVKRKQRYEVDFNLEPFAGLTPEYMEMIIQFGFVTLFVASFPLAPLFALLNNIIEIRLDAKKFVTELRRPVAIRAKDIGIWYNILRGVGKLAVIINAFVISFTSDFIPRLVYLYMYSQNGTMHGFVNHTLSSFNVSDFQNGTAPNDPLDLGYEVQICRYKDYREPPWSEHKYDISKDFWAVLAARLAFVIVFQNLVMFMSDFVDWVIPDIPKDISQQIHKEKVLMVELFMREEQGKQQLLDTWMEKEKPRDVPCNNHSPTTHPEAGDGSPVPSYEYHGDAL
MrgX1 antagonist – human MrgX1 receptor antagonism, primary screen. MRGX1-HEK293 calcium flux, Fluo-4, BAM8-22 antagonism; stronger effect = lower value. B-score at 10 µM. hit rate 1.3% among 310,000. AID 588676;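 active means calcium-response B-score plate-corrected more than 3 library SD below zero, starting fluorescence within 5 deviations, no agonist response on first addition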;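 further: peak minus trough fluorescence over baseline after final BAM8-22 challenge near maximal dose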
HDAC3 inh – blocks human histone deacetylase 3; hit rate 0.15% among 320,000; recombinant HDAC3, fluorogenic peptide/trypsin coupled, fluorescence; inhibition, % at 8.3 µM; AID 2718; O15379; in the data active means inhibition above about 26%, passing the limit was not always enough; inconclusive means no clear call, values can overlap the other calls
RGS4 block – human RGS4 inhibition. P49798. HEK293 M3R/RGS4 inducible, Fluo-4 calcium flux; stronger effect = higher value; triggered by carbachol at its EC20. B-score at 10 µM. hit rate 0.45% among 310,000;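 active means B-score, a plate-corrected calcium signal, over three deviations above library mean, with baseline fluorescence within five deviations of library mean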;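 further: RGS4 expression induced by doxycycline in cells with stable M3 receptor; B-score is computed from the integrated fluorescence ratio over baseline after carbachol; higher B-score means a larger calcium signal and so more RGS4 inhibition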
RGS4 act – potentiators or activators of RGS4. HEK293 M3R/inducible RGS4, carbachol calcium flux Fluo4; stronger effect = lower value. B-score at 10 µM. hit rate 0.92% among 310,000;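 active means B-score of the integrated calcium signal more than 4 SD below the library mean, with starting fluorescence not abnormally high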;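 further: negative B-score means reduced calcium response which marks RGS4 activation or potentiation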
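Also added: carbachol at ECmax as muscarinic agonist stimulus; Assay system: HEK293 cells with stable M3R and inducible RGS4; Timing: overnight RGS4 induction, 30 min dye load 37 °C, 20 min compound RT; Measured by: Fluo4-AM (2 µM) calcium-flux fluorescence, kinetic read.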
ANO1 activ – mouse TMEM16A channel activation, primary screen | HEK293 TMEM16A/YFP-H148Q/I152L, iodide quench fluorescence; stronger effect = lower value | B-score at 10 µM | hit rate 0.3% among 340,000 | AID 623877;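 active means fluorescence-ratio B-score plate-corrected deviation score at least 3 library SD below zero, with starting fluorescence score within 5 deviations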;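 further: channel opened by trigger with iodide after compound preincubation; score built on the fluorescence ratio of max minus min over baseline; more negative score means more quench and so TMEM16A activation or potentiation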
Active calls of the source: *; i = inactive; ? = inconclusive; nt = not tested or not shown.

Molecule | TRPC6 activator | MrgX1 antagonist | TRPC6 inhibitor | RGS4 act | RGS4 block | ANO1 block | MrgX1 PAM | SKKanGAS inh | ANO1 activ | HDAC3 inh | MrgX1 agonist
CC(=O)c1ccc(NC(=O)CN(c2c(C)cccc2C)S(C)(=O)=O)cc1 | i | i | i | i | i | i | i | -1.6 | i | -16.4 | i
COc1ccccc1C(=O)Nc1nc(N)n(-c2ccccc2)n1 | i | i | i | i | i | i | i | 3.4 | i | -4.0 | i
CC(=O)N1CCN=C1SCc1cccc(C)c1 | i | i | i | i | i | i | i | -2.1 | i | 2.4 | i
Oc1ccc2ccccc2c1N=Nc1nccs1 | i | i | i | i | i | i | i | 105.8* | i | -1.7 | i
O=C(Cn1nc(Cc2cccnc2)c2ccccc2c1=O)N1CCN(c2ccccn2)CC1 | nt | i | nt | nt | nt | i | i | nt | i | -8.8 | i
O=c1[nH]c2cc(Cl)ccc2n1-c1ccccc1 | i | i | i | i | i | i | i | -8.2 | i | 6.7 | i
CCOc1cc(NC(=S)NCCOC)c(OCC)cc1NC(=O)c1ccco1 | i | i | i | i | i | i | i | nt | i | 0.8 | i
COc1ccc(-c2cc(C(=O)N3CCC3)c3ccccc3n2)cc1OC | i | i | i | i | i | i | i | 19.8 | i | -0.1 | i
CCOC(=O)c1ccc(NC(=O)Nc2ccc(Cl)cn2)cc1 | i | i | i | i | i | i | i | -16.3 | i | 2.7 | i
C/C(=N\NC(=O)c1ccc2ccccc2c1)c1cccs1 | i | i | i | i | i | i | i | nt | i | 0.3 | i
COc1cccc(NC(=O)CN(C)C(=O)CSc2ncnc3sc(C)c(C)c23)c1 | i | i | i | i | i | i | i | 6.8 | i | 0.6 | i
CCC(C(=O)NCCC(C)C)N(Cc1ccccc1Cl)C(=O)c1snc(C(N)=O)c1N (stereo unspecified) | i | i | i | i | i | i | i | -17.5 | i | -3.7 | i
Cc1[nH]c2ccc(F)cc2c1CCN(Cc1ccncc1)C(=S)Nc1ccc(F)cc1 | i | i | i | i | i | i | i | 13.6 | i | -3.1 | i
COc1ccc(N=CC2=C(O)CC(C)(C)CC2=O)cc1OC | i | i | i | i | i | i | i | -2.2 | i | 5.2 | i
CCOc1cc2oc(=O)c3c(c2cc1Cl)CCC3 | i | i | i | i | i | i | i | -1.5 | i | 16.4 | i
COc1ccc(-c2noc(-c3ccccc3Cl)n2)cc1OC | i | i | i | i | i | i | i | 9.2 | i | 6.7 | i
O=C(c1nn2c(C(F)(F)F)cc(-c3cccs3)nc2c1Cl)N1CCCc2ccccc21 | i | i | i | i | i | i | i | 22.1 | i | 1.0 | i
Brc1cccc(-c2nnc(SCc3nc4ccccc4[nH]3)o2)c1 | i | i | i | i | i | i | i | 1.8 | i | -3.2 | i
O=C(NCc1ccco1)C1CCCN(S(=O)(=O)c2cccc3cccnc23)C1 (stereo unspecified) | i | i | i | i | i | i | i | 0.0 | i | -6.5 | i
Cc1ccccc1NC(=O)CN1C(=O)CSc2ccccc21 | i | i | i | i | i | i | i | -4.4 | i | -5.7 | i
Cc1ccc(NC(=O)c2ocnc2C)cc1Cl | i | i | i | i | i | i | i | 1.6 | i | 3.1 | i
CC12CCC(C(=O)Nc3ccccc3Cl)([C@H](Br)C1=O)C2(C)C (stereo partly specified) | i | i | i | i | i | i | i | -4.3 | i | -0.4 | i
O=C1C2C3C=CC(C2C(=O)N1C1CCCCC1)C1C(=O)N(C2CCCCC2)C(=O)C31 (stereo unspecified) | i | i | i | i | i | i | i | -1.5 | i | -3.9 | i
Cc1ccc(S(N)(=O)=O)c(C)c1-n1cnnn1 | i | i | i | i | i | i | i | 2.1 | i | -0.6 | i
Oc1cccc(C2c3[nH]c4ccccc4c3CCN2Cc2cnn(-c3ccccc3)c2)c1 (stereo unspecified) | i | i | i | i | i | i | i | 23.4 | i | -1.0 | i
COc1ccc(-c2nc(=S)[nH][nH]2)cc1OC | i | i | i | i | i | i | i | 16.6 | i | 5.8 | i
COc1cc(C(=S)N2CCOCC2)ccc1OC(=O)c1cc([N+](=O)[O-])cc([N+](=O)[O-])c1 | i | i | i | i | i | i | i | -3.6 | i | -6.8 | i
CCN(CC)S(=O)(=O)c1ccc2[nH]cc(C(=O)NCCN3CCCCCC3)c(=O)c2c1 | i | i | i | i | i | i | i | -9.5 | i | ? | i
COc1cc(C(=O)N/C(=C\c2cn(S(=O)(=O)N(C)C)c3ccccc23)C(=O)NCCCO)cc(OC)c1OC | i | i | i | i | i | i | i | -14.1 | i | -1.4 | i
CCN(CCCn1c(=S)[nH]c2ccc(N3CCOCC3)cc2c1=O)c1ccccc1 | i | i | i | i | i | i | i | 14.0 | i | -5.8 | i
CC(OC(=O)c1ccc(OCC2CCCO2)cc1)C(=O)N(C)Cc1ccccc1 (stereo unspecified) | i | i | i | i | i | i | i | -1.5 | i | 3.9 | i
CC(C)/C=C/CN1CCC(Oc2ccc(C(=O)N3CCCC3)cc2)CC1 | i | i | i | i | i | i | i | 1.9 | i | -2.1 | i
Cc1cc(N2CCCN(C)CC2)nc2cc(Cl)ccc12 | i | i | i | i | i | i | i | 9.3 | i | 1.1 | i
CC(=O)N1c2c(cc(Br)cc2S(=O)(=O)NCc2ccc(C)cc2)CC1C (stereo unspecified) | i | i | i | i | i | i | i | 13.4 | i | -0.7 | i
O=C(Nc1ccc2c3c(cccc13)CC2)c1ccco1 | i | i | i | i | i | i | i | -10.0 | i | -0.7 | i
C=CCNC(=O)C1CC(=O)N(c2ccc(OCC(=O)Nc3cccc(OC)c3)cc2)C1 (stereo unspecified) | i | i | i | i | i | i | i | 3.6 | i | -9.4 | i
CCOC(=O)Cn1c(=O)c2c(nc3n2CCCCN3c2ccc(OCC)cc2)n(C)c1=O | i | i | i | i | i | i | i | 1.0 | i | 0.6 | i
Cc1nc2ccc(S(=O)(=O)NC(C(=O)N3CCCCCC3)C(C)C)cc2s1 (stereo unspecified) | i | i | i | i | i | i | i | -3.3 | i | -1.7 | i
CCNC(=S)NS(=O)(=O)c1ccc(Cl)cc1 | i | i | i | i | i | i | i | -0.7 | i | -4.9 | i
O=C(NCc1ccc(F)cc1)c1cnn2ccccc12 | i | i | i | i | i | i | i | 2.5 | i | -11.8 | i
CCOC(=O)C1CCN(C(c2cccs2)c2sc3nc(C)nn3c2O)CC1 (stereo unspecified) | i | i | i | i | i | i | i | 0.6 | i | nt | i
COc1ccc(Cc2nc3ccccc3n2CC(=O)N/N=C/c2ccccc2)cc1OC | i | i | i | i | i | i | i | -11.4 | i | -2.0 | i
COc1ccccc1OCC(=O)NNC(=S)NC(=O)c1ccco1 | i | i | i | i | i | i | i | 59.8* | i | 3.6 | i
Cc1ccc(S(=O)(=O)N2[C@@H](c3cccc(Cl)c3)C(C(=O)O)=CC[C@H]2c2ccc(C(C)C)cc2)cc1 | nt | i | nt | nt | nt | 100* | i | nt | i | 2.0 | i
CC(C)NC(=O)CCCc1cn(C)c2ccccc12 | i | i | i | i | i | i | i | 4.5 | i | -3.8 | i
COc1ccc(NC(=S)Nc2cccc(C(F)(F)F)c2)c(C)c1 | i | i | i | i | i | i | i | -2.6 | i | nt | i
CCCn1nc(C(=O)OCC(=O)c2c(N)n(C)c(=O)n(C)c2=O)c2ccccc2c1=O | i | i | i | i | i | i | i | -3.8 | i | 2.5 | i
O=C1C2C(c3cccc(/C=C/c4ccccc4)c3)CC=CC2C(c2ccc3ccccc3c2)N1Cc1ccccc1 (stereo unspecified) | i | i | i | i | i | i | i | -1.1 | i | 5.7 | i
ClCc1cc2ccccc2nc1Cl | i | i | i | i | i | i | i | 2.4 | i | -13.4 | i
Cc1nc(CS(=O)(=O)c2ccccn2)sc1C(=O)NNC(=O)c1c(F)cccc1Cl | i | i | i | i | i | i | i | 0.6 | i | -2.4 | i

(further entries)
Molecule | TRPC6 activator | MrgX1 antagonist | TRPC6 inhibitor | RGS4 act | RGS4 block | ANO1 block | MrgX1 PAM | SKKanGAS inh | ANO1 activ | HDAC3 inh | MrgX1 agonist
CCOC(=O)c1c(N)sc2c(NC(C)=O)cccc12 | i | i | i | i | i | i | i | 6.9 | i | ? | i
COc1ccc(NC(=O)c2cccc(N3C(=O)C4C5CCC(C5)C4C3=O)c2)cc1 (stereo unspecified) | i | i | i | i | i | i | i | 2.4 | i | 0.1 | i
CCNC(=O)NCCc1c[nH]c2ccc(Cl)cc12 | i | i | i | i | i | i | i | -4.9 | i | 2.2 | i
O=C(OCn1nnc2ccccc2c1=O)c1ccco1 | i | i | i | i | i | i | i | -2.2 | i | -2.4 | i
CC(C)(C)c1ccc(C(=O)Oc2ccc3c(c2)OCC3=O)cc1 | i | i | i | i | i | i | i | 1.6 | i | 1.3 | i
O=C(O)COCC(=O)Nc1ccc2c(c1)oc1ccccc12 | i | i | i | i | i | i | i | -1.0 | i | 5.5 | i
Cc1ccc(N(Cc2ccccc2)C(=O)c2ccc(F)c(S(=O)(=O)N3CCOCC3)c2)cc1 | i | i | i | i | i | i | i | -2.5 | i | -1.3 | i
Cc1csc2ncc(C(=O)N3CCCc4ccccc43)c(=O)n12 | i | i | i | i | i | i | i | -0.7 | i | 7.2 | i
CCOc1ccc(NC(=O)Nc2ccc3c(c2)N(C)C(=O)CS3)cc1 | i | i | i | i | i | i | i | 0.6 | i | 13.1 | i
Cc1cc(C)n(-c2cc(-n3nc(C)cc3C)ncn2)n1 | i | i | i | i | i | i | i | 1.1 | i | -7.8 | i
Cc1cccc(NS(=O)(=O)c2ccc3c(c2)CCN3C(=O)CCC(=O)O)c1 | i | i | i | i | i | i | i | 6.7 | i | 1.0 | i
CCCn1nnnc1SCC(=O)c1ccc2c(c1)OCCO2 | i | i | i | i | i | i | i | 0.0 | i | 49.8* | i
COc1cc2cc(CN(Cc3ccc4c(c3)OCO4)C(=O)c3ccco3)c(=O)[nH]c2cc1OC | i | i | i | i | i | i | i | -1.8 | i | 3.5 | i
CC1CCCCN1CCNC(=O)C1CCN(S(=O)(=O)c2cccc3cccnc23)CC1 (stereo unspecified) | i | i | i | i | i | i | i | -1.4 | i | 4.3 | i

Rows were taken by chance; overall some 6.7% were active at least once.
